Screening results deposited in PubChem BioAssay by Emory University Molecular Libraries Screening Center.
PGE2 EP2 inh: EP2 receptor (human) inhibition; AID 1422; inhibition, % at 25 µM; P43116; C6 glioma cells expressing human EP2, cAMP TR-FRET; cells stimulated with saturating PGE2; hit rate 0.52% among 260,000;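 active = percent inhibition above 40 after rounding to a whole number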;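 also: rat C6 glioma host cells with rolipram phosphodiesterase inhibitor present; the protocol text gives 20 µM as final concentration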
Target sequence (P43116 whole entry, looked up): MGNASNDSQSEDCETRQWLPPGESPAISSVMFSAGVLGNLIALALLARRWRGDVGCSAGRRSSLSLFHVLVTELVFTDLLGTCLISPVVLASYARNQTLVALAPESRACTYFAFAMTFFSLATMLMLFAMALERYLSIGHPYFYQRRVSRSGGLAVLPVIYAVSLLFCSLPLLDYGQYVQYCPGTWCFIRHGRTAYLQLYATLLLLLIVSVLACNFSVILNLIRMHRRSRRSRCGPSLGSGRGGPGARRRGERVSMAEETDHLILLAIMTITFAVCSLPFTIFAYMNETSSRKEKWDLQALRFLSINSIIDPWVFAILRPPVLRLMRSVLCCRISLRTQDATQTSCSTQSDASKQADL
EP2 mod: modulates human prostaglandin E2 receptor EP2 signaling; P43116; EP2-expressing cells, cAMP HTRF FRET, PGE2 co-stimulation; induction, % at 25 µM; hit rate 0.83% among 260,000;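 active = compounds whose cAMP rise, as percent of the full-agonist control response, exceeds 60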;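 also: rat C6 glioma line stably carrying human EP2 under a CMV promoter; the protocol text gives 20 µM as final concentration; 100% = response of wells given 1 µM PGE2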
The depositor's hits bear a star; & = joins results of further samples; ! = a repeat was not active.

smiles,PGE2 EP2 inh,EP2 mod
COc1ccc(C(c2nnnn2Cc2cccs2)N2CCN(c3ccccc3)CC2)c(OC)c1 (centres undefined),2,9
Cn1c2ccccc2c2ccc(CN3CCn4c(CO)nnc4C3)cc21,5,-17
C#CCOc1ccccc1CN1CCC(NC(C)=O)(c2ccc(F)cc2)CC1,10,-38
CCOc1ccccc1NC(=O)CSc1nnc(-c2ccco2)n1C,9,-34
CCn1c(=O)c(C(=O)Nc2ccc(C)cc2Br)c(O)c2ccccc21,28,-3
Cc1cc2cc3c(cc2n2c(SCC(=O)c4ccccc4)nnc12)OCO3,9,-21
CCOc1ccccc1NC(=O)CSc1nc(O)c(CC)c(=O)[nH]1,14,-10
CC1CCCC(C)N1Cc1ccc(N)cc1 (centres undefined),6,-26
O=C(CCN1Cc2ccccc2C1=O)NC1(c2ccccc2)CCCC1,9,-188
Cc1cc(-c2[nH]nc3c2C(c2ccc(C(F)(F)F)cc2)C(C#N)=C(N)O3)c(C)s1 (centres undefined),12,61*
CCN1CCN(Cc2cc3c(C)nn(-c4ccc(F)cc4)c3[nH]c2=O)CC1,5,3
CC(CNC(=O)C1(C)CC(c2ccccc2)=NO1)n1cncn1 (centres undefined),11,-49
CCCn1c(SCC(=O)Nc2ccccc2N2CCOCC2)nnc1-c1ccoc1C,18,-1
COc1cc2c(cc1O)[C@@H](c1cc(O)c(O)c(OC)c1)[C@](O)(C(=O)O)[C@@H](CO)[C@@H]2O,54*,7
CSc1ncc(C(=O)N2CCC(O)(c3ccccc3C)CC2)cn1,8,-14
CCOC(=O)C(C)(C)Sc1nnc(COc2ccc(Cl)cc2)n1C,9,-6
O=C(NC1CCN(C(=O)Nc2ccccc2C(F)(F)F)CC1)C1CCCCC1,22,0
COc1cc(NC(=O)c2ccco2)c(OC)cc1NC(C)=O,5,22
CCOC(=O)c1cnc2ccccc2c1NCCCO,8,16
Cc1cccc(NC(=O)c2ccc3c(c2)CCN3S(C)(=O)=O)c1C,17,-39
CCc1cccc(CC)c1NC(=O)CSc1nnc(-c2cccnc2)n1C,12,14
OC(COc1cccc2ccccc12)CN1CCNCC1 (centres undefined),4,-22
Cc1sc2ncn(CC(=O)OC(C)C(=O)NC3CCCCC3)c(=O)c2c1C (centres undefined),3,14
Cc1ccc(CN(CCCn2ccnc2)CC2=Cc3ccccc3OC2)s1,4,-5
O=C(CN1C(=O)COc2ccccc21)Nc1ccccc1F,6,10
CCn1c(SCC(=O)Nc2ccc(N(C)C)cc2)nnc1-c1ccco1,12,-46
CC(C)(C)NC(=O)C(c1ccccn1)N(C(=O)c1csnn1)c1ccccc1F (centres undefined),13,5
CCCN1CCc2c(sc3c2c(=O)n(-c2ccccc2)c2n[nH]c(=S)n32)C1,11,3
Cn1c(=O)[nH]c(=O)c2c1nc(NCCc1ccccc1)n2CCO,15,-18
CC(C)(C)NCC(O)c1ccc(O)c(CO)c1 (centres undefined),14&14&14&10,78*!

2 of these compounds in a different format.
Compound: CCOc1ccccc1NC(=O)CSc1nc(O)c(CC)c(=O)[nH]1
  PGE2 EP2 inh: 14
  EP2 mod: -10

Compound: CC1CCCC(C)N1Cc1ccc(N)cc1 (centres undefined)
  PGE2 EP2 inh: 6
  EP2 mod: -26

(list continues)
smiles,PGE2 EP2 inh,EP2 mod
CCN(CC)C(=O)CSc1nc2cccnc2n1C,15,-10
C=CCn1c(SCC(=O)Nc2cc(Cl)ccc2C)nnc1-c1ccncc1,4,1
COc1ccc(NC(=O)N(Cc2ccccc2OC)Cc2cc3c(C)ccc(C)c3[nH]c2=O)cc1,16,-2
O=C(O)C1=C[C@@H](O)[C@@H](O)[C@H](O)C1,11,17
Oc1ccc(Nc2nc(-c3ccc(O)c(O)c3)cs2)cc1,10,-89
COc1ccc([C@@H](C)c2cc3c(cc2O)OCO3)cc1,13,-14
CC(=O)c1csc(NC(=O)COc2ncnc3ccccc23)n1,6,-17
CCOc1ccc2[nH]c(C(=O)NCC(C)n3nc(C)nc3C)c(C)c2c1 (centres undefined),5,-32
O=C(CSc1nc2c(c(C(F)(F)F)n1)CCc1ccccc1-2)NC1CCCC1,9,-111
CN(C)c1ccc(-c2nnn(CC(=O)N(C)C3CCCCC3)n2)cc1,10,-16
CC(CCc1ccccc1)NC(=O)c1ncoc1-c1cccc(F)c1 (centres undefined),7,-89
Cc1cc(C(F)(F)F)c2c(N)nn(CCO)c2n1,5,-30
N=C(N)SCc1nc(-c2ccc(Cl)cc2)no1,11,9
COc1cccc(NC(=O)c2c(NC(=O)c3ccccc3)sc(C)c2C)c1,16,38
CCOC(=O)C1=C(C)OC(N)=C(C#N)C1c1cc2cc(C)cc(C)c2[nH]c1=O (centres undefined),8,-24
C=CCNC(=O)[C@@H]1C=CCN1C(=O)c1ccc(OC)cc1,0,-9
CC1(C)CC(N(Cc2ccc3ncccc3c2)Cc2ccccn2)CC(C)(C)N1,7,-62
O=C(c1ccc(F)c(F)c1)N1CCCc2ccccc21,7,34
Cc1ccc(NC(=O)Cn2cnc3sc4c(c3c2=O)CCC(C)C4)c(C)c1 (centres undefined),13,26
COc1ccc(-c2cc(C(F)(F)F)nc(SCC(=O)Nc3cccc4ccccc34)n2)cc1OC,10,20
CN(C(=O)C1CCCO1)c1nnc(C2CCOC2)s1 (centres undefined),7,1
Cc1cc(C)c2cc(C#N)c(SCC(=O)Nc3ccc4c(c3)OCCO4)nc2c1,11,26
O=C(CSc1ncnc2c1cnn2-c1ccccc1)Nc1ccccc1Br,1,-42
O=C(COc1ccc(S(=O)(=O)NC2CCCCC2)cc1Cl)NCc1ccccn1,6,-48
O=C(CSc1nnc2c3c4c(sc3nc(C3CC3)n12)CCCC4)N1CCCC1,14,-1
Cn1nnc2cc(C(=O)Nc3ccccc3F)ccc21,15,-12
Cc1ccc2nc(SCC(=O)Nc3ccc(Br)cc3)c(C#N)cc2c1,16,40
COc1nc(-c2ccc(Cl)cc2)ccc1-c1noc(C(C)(C)C)n1,9,8
CN(C(=S)S)C1CCS(=O)(=O)C1 (centres undefined) (tested in a mixture with another compound),13,-23
Cc1cc2c(=O)n(CC(=O)N3CCN(C4CCCCC4)C(=O)C3)cnc2s1,4,4
CCc1ccccc1NC(=O)CSc1nnc2c3c(C)c(C)sc3nc(C(C)C)n12,9,16
CC(=O)Nc1ccc(NC(=O)C2CCCN(S(=O)(=O)c3ccc(F)cc3)C2)cc1 (centres undefined),10,-32
O=C(Nc1ccc(NC(=O)c2cccc(Cl)c2)nc1)c1ccncc1,11,-52
O=C(O)CCCNC1=NCCN1,9,-16
COC(=O)Cn1cnnn1,8,-5
Nc1nnc2c(Nc3ccccc3)nc3nonc3n12,14,-97
CC(=O)c1ccc(NC2OC(O)C(O)C(O)C2O)cc1 (centres undefined),3,0
CCOC(=O)C1CCCN(C(=O)Cn2ncc3cccn3c2=O)C1 (centres undefined),9,-27
COc1ccccc1NC(=O)c1ccc2c(c1)N(CC(=O)NC(C)(C)C)C(=O)C(C)(C)O2,12,0
COCCCn1c(SCC(=O)Nc2ccc(F)cc2)nnc1-c1ccco1,11,-36
COCC(=O)N(Cc1cc2cccc(C)c2[nH]c1=O)c1ccccc1,5,13
COc1ccc(S(=O)(=O)N2CCC(C(=O)NCCCOC(C)C)CC2)cc1,14,-10
CNC(=O)c1cc2c(cn1)[nH]c1ccccc12,14&18,8
Cc1ccc(Cl)cc1NC(=O)C1CCN(C(=O)c2cccs2)CC1,12,-31
CCOc1ccc(C(=O)N2CCN(c3ccccc3F)CC2)cc1OCC,9,1
O=C(NCCO)C(=O)Nc1nccs1,8,9
CC(C)C(NC(=O)C1C=CCN1S(C)(=O)=O)c1cccs1 (centres undefined),8,-8
CCC(C)NC(=O)CSc1nnc(-c2ccoc2C)n1-c1ccc(F)cc1 (centres undefined),9,21
CCOC(=O)c1[nH]c2ccccc2c1C,12,-58
COc1cc(NC(=O)C2CCN(c3nc(C)cc(C)n3)CC2)cc(OC)c1,1,-18

Additional results.
smiles,PGE2 EP2 inh,EP2 mod
CCc1ccccc1NC(=S)N(Cc1ccco1)Cc1cc2ccc(C)cc2[nH]c1=O,10,37
CCOc1cc(CCC(=O)N2CC(CN3CCOCC3)c3ccccc32)on1 (centres undefined),3,-15
CC1(C)Cc2c(cnn2-c2ccc(F)cc2)C(NC(=O)Cc2ccc3c(c2)OCO3)C1 (centres undefined),6,-4
COC(=O)C1=C(C)NC(C)=C(C(=O)OC)C1c1ccc(-c2ccc(C)cc2)o1,9,52
Cn1c(SCC(=O)NC2CCCCC2)nnc1-c1ccc2c(c1)OCO2,6,4
CN(C)CCSCCO,16,4
CC(=O)O[C@H]1CCC2(C)C3=C(CCC2C1(C)C)[C@@]1(C)CC[C@@H](C(C)CCC=C(C)C)[C@]1(C)CC3 (some centres undefined),9,11
O=C(c1cc(Br)ccc1O)c1cc(Br)ccc1O,12,25
Cc1csc(NC(=O)CSc2nnc3c4ccccc4n(C)c3n2)n1,9,-22
O=c1[nH]c2cc3c(cc2cc1CN(CCO)C(=S)NCCc1ccccc1)OCO3,11,-36

17 structures out of the list, sorted by formula weight, highest first.
smiles,PGE2 EP2 inh,EP2 mod
CC(=O)O[C@H]1CCC2(C)C3=C(CCC2C1(C)C)[C@@]1(C)CC[C@@H](C(C)CCC=C(C)C)[C@]1(C)CC3 (some centres undefined),9,11
CCc1ccccc1NC(=S)N(Cc1ccco1)Cc1cc2ccc(C)cc2[nH]c1=O,10,37
O=c1[nH]c2cc3c(cc2cc1CN(CCO)C(=S)NCCc1ccccc1)OCO3,11,-36
CC1(C)Cc2c(cnn2-c2ccc(F)cc2)C(NC(=O)Cc2ccc3c(c2)OCO3)C1 (centres undefined),6,-4
COc1ccc(S(=O)(=O)N2CCC(C(=O)NCCCOC(C)C)CC2)cc1,14,-10
CCC(C)NC(=O)CSc1nnc(-c2ccoc2C)n1-c1ccc(F)cc1 (centres undefined),9,21
CCOc1cc(CCC(=O)N2CC(CN3CCOCC3)c3ccccc32)on1 (centres undefined),3,-15
COC(=O)C1=C(C)NC(C)=C(C(=O)OC)C1c1ccc(-c2ccc(C)cc2)o1,9,52
O=C(c1cc(Br)ccc1O)c1cc(Br)ccc1O,12,25
Cc1csc(NC(=O)CSc2nnc3c4ccccc4n(C)c3n2)n1,9,-22
Cc1ccc(Cl)cc1NC(=O)C1CCN(C(=O)c2cccs2)CC1,12,-31
COCC(=O)N(Cc1cc2cccc(C)c2[nH]c1=O)c1ccccc1,5,13
CC(C)C(NC(=O)C1C=CCN1S(C)(=O)=O)c1cccs1 (centres undefined),8,-8
CNC(=O)c1cc2c(cn1)[nH]c1ccccc12,14&18,8
O=C(NCCO)C(=O)Nc1nccs1,8,9
CCOC(=O)c1[nH]c2ccccc2c1C,12,-58
CN(C)CCSCCO,16,4

Next section:
smiles,PGE2 EP2 inh,EP2 mod
COCC(=O)N(C)c1nnc(-c2cccc(OC)c2)s1,8,4
O=S(=O)(NC1C2CCCCC21)c1cccc2nsnc12 (centres undefined),4,-50
Cn1c(SCC(=O)Nc2cccc(Cl)c2)nnc1-c1ccncc1,20,-45
CCOC(=O)c1c(-c2ccc(OC)c(OC)c2)csc1NC(=O)COC,9,-2
O=C(NCCNCc1c[nH]c2ccccc12)c1cccs1,10,-55
CCN(C(=S)NC(=O)/C=C/c1ccco1)c1ccccc1,8,-8
CCCC(=O)N1CCc2cc(-c3csc(NC(=O)C4CC4)n3)ccc21,14,11
O=C(NC1CCCC1)C(c1ccco1)N(C(=O)Cn1nnc2ccccc21)c1ccccc1 (centres undefined),11,0
CCCc1n[nH]c(=S)n1CCOC,15,30
CCC(=O)N(Cc1ccccc1)Cc1cc2cc3c(cc2[nH]c1=O)OCCO3,13,-7
CC1(C)CC(=O)C2=C(C1)C(c1ccc(O)cc1)Nc1ccc3ccccc3c12 (centres undefined),9,-31
Cc1ccc(C)c2[nH]c(=O)c(CN(Cc3cccs3)S(=O)(=O)c3ccccc3F)cc12,11,4
CC(=O)O[C@@H]1CC2C(C)(C)C(=O)C3OC3[C@]2(C)C2CC[C@@]3(C)[C@H](c4ccoc4)OC(=O)C4OC43[C@@]21C (some centres undefined),10,-9
CCSc1nc2c(c(=O)n(C)c(=O)n2C)n1Cc1cccc(C)c1,7,30
Cc1ccc(C(=O)Cn2cc[n+](C)c2)cc1,15,17
Cc1occc1-c1nn(C2CCN(C(=O)Cc3ccsc3)CC2)c(=O)o1,6,-43
O=C(CN1C(=O)S/C(=C\c2ccco2)C1=O)CN1C(=O)S/C(=C\c2ccco2)C1=O,9,18
CCC(NC(=O)c1cc(-c2c(C)nn(C)c2C)n[nH]1)c1ccc(F)cc1 (centres undefined),6,-95
O=C(CSc1nnc(COc2cccc3cccnc23)o1)N1CCOCC1,13,-10
Cc1cc(C)c2[nH]c(=O)c(C(c3nnnn3C3CCCC3)N3CCCC(C)C3)cc2c1 (centres undefined),7,9
O=C(Nc1cccc(NC(=O)c2ccccc2Br)c1)c1ccc(Br)o1,17,-162
CCn1nnc(NC(=O)c2ccc(C)c(C)c2)n1,13,-24
Cc1cccc(OCc2nnc(SCC(=O)N3c4ccccc4Sc4ccccc43)n2C)c1C,7,33
CC1(C)O[C@H]2[C@H](O)C[C@](O)(C(N)=O)C[C@H]2O1,10,0
COCCNC(=S)N(Cc1cccnc1)Cc1cc2cc3c(cc2[nH]c1=O)OCO3,9,3
Nc1nc2ccccc2n1S(=O)(=O)c1ccc(Cl)cc1,9,33

Not all compounds are listed (hit frequency here may not be typical).
